Source: PubChem (National Center for Advancing Translational Sciences (NCATS))
N370S GC = qHTS Assay for Inhibitors and Activators of N370S glucocerebrosidase as a Potential Chaperone Treatment of Gaucher Disease; Potency, µM (doses to about 59.4 µM), inactives show at the top dose activity change, negative = inhibition, actives largely listed as inhibitors; N370S GC spleen homogenate, 4MU-glucoside fluorescence; Lysosomal acid glucosylceramidase (Homo sapiens), P04062; AID 2101, 2009; 0.092% of 330,000 active;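 further: 0% = full enzyme activity and -100% = no enzyme basal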
FEN1 inhibitor = qHTS Assay for the Inhibitors of Human Flap endonuclease 1 (FEN1); Recombinant FEN1 flap cleavage, fluorescence, 15 min; Potency, µM (series often up to 114 µM), for the others: at the highest dose activity change, negative = inhibition, usual class: inhibitors; 0.35% of 390,000 active; AID 588795, 2011; further: nearly all actives have a fitted effect of over 65% in size
Target sequence (P39748 whole entry, looked up): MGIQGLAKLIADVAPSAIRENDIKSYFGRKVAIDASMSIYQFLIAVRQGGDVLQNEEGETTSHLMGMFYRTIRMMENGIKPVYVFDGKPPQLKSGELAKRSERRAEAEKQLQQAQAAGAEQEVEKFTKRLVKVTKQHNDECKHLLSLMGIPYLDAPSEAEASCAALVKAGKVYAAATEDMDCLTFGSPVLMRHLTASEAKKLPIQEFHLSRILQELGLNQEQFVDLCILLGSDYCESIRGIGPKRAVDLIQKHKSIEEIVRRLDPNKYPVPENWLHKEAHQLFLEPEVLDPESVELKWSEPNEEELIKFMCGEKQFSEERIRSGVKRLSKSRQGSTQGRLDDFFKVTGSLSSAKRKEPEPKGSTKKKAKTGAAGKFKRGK
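Recombinant FEN1 (10 nM) was preincubated with pin-transferred compounds for 15 min at room temperature, then flap DNA substrate (50 nM final) was added. Plates were read at 0 and 15 min, and normalized concentration–response data were fitted to a four-parameter Hill equation.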
TDP1 block = qHTS Assay for Inhibitors of Tyrosyl-DNA Phosphodiesterase (TDP1); Tyrosyl-DNA phosphodiesterase 1 (Homo sapiens), Q9NUW8; recombinant TDP1, AlphaScreen DNA substrate cleavage; Potency, µM (top dose mostly 130 µM), for inactives: at the highest dose activity change, negative = inhibition, most hits filed as inhibitors; 0.28% of 350,000 active; further: nearly all actives have a fitted effect of over 40% in size
Target sequence (Q9NUW8 whole entry, looked up): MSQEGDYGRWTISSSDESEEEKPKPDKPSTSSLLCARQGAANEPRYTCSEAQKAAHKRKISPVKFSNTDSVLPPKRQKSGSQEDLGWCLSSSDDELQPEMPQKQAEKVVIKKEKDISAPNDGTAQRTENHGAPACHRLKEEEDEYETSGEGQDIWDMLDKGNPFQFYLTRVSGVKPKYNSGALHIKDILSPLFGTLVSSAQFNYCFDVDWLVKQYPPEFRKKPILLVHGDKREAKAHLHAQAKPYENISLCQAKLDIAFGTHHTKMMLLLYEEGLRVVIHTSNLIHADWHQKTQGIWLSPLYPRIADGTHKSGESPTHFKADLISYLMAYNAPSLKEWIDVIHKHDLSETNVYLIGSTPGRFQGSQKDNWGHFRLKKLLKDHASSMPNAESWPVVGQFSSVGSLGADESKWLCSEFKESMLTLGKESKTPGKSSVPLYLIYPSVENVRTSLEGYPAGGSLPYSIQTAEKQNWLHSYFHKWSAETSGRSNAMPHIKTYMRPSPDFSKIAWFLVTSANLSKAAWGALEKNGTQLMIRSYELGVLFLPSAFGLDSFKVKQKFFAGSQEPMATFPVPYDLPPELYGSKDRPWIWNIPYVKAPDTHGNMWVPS
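Compounds were preincubated with Tdp1 (1 nM final) for 15 min at room temperature before substrate (15 nM final) started a 5 min reaction; beads (10 ug/ml final) were then added for 10 min before AlphaScreen detection.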
Starred values were filed as active, the others as inactive; ? = inconclusive; . = not tested or not shown; [ ] = remark or other dose. The call rests on the fitted dose curve; in most records, active means well fitted curve in the direction sought with a large enough effect; inconclusive means small, poorly fitted or top-dose-only effect, or another doubt; inactive means no such curve, though single readings can be large; an effect the other way counts as inactive or inconclusive. Unless noted, on the % scale 0 is the no-effect control and ±100 the full control effect; potency means the concentration at half of the fitted maximal effect.

Order of results – N370S GC	FEN1 inhibitor	TDP1 block
- CCOc1ccc(-c2nonc2NC(=O)COc2c(C)cc(C)cc2C)cc1OCC
    .	-3%	5%
- COc1ccc(Cl)cc1NC(=O)C(C)n1c(=O)cc(C(F)(F)F)c2c(C)nn(C)c21 (stereo not drawn)
    .	1%	-2%
- COc1ccc(-n2c(SCC(=O)N3CCCC(C)C3)nnc2-c2cccnc2)cc1 (stereo not drawn)
    -3%	8%	8%
- O=C(COC(=O)CNS(=O)(=O)c1ccc2ccccc2c1)Nc1ccc2c(c1)OCO2
    -6%	-10%	5%
- CCCc1c(C)c2ccc(O)c(CN3CCN(c4ccc(F)cc4)CC3)c2oc1=O
    .	-1%	9%
- CCCCNCc1cc(OCC)c(OCC(N)=O)cc1Br
    1%	6%	3%
- O=[N+]([O-])c1ccccc1NC1CCN(Cc2ccccc2)CC1
    -15%	12%	4%
- CCOc1cc(CNC(=O)c2cc(-c3ccccc3)n[nH]2)cc(OCC)c1OCC
    .	-1%	3%
- COc1ccc(NC(=O)/C(C#N)=C\C=C\c2ccco2)cc1
    -16%	-12%	3%
- COc1ccccc1NC(=O)CN1CC(=O)Nc2ccccc21
    -6%	-2%	-3%
- CCC(N1CCOC1=O)S(=O)(=O)c1ccc(C)cc1 (stereo not drawn)
    5%	3%	7%
- CCOC(=O)c1c(C)[nH]c(C(=O)C(C)OC(=O)c2cnc(C)cn2)c1C (stereo not drawn)
    .	-4%	0%[56.1 µM]
- CCOC(=O)c1ccc(N2C(=O)CC(N3CCN(C/C=C/c4ccccc4)CC3)C2=O)cc1 (stereo not drawn)
    -7%	-8%	5%
- COc1ccccc1-c1nc(C#N)c(N2CCN(c3cccc(Cl)c3)CC2)o1
    11%	-21%	6%
- CCOC(=O)C1C(c2ccccc2)NC(=S)NC1(C)O (stereo not drawn)
    0%	-3%	0%
- CCOC(=O)OCC1OC(C#CC(C)(C)C)C=CC1OC(=O)OCC (stereo not drawn)
    2%[12.8 µM]	.	10%[21 µM]
- CC(C(=O)NCC1CCCO1)n1cc([N+](=O)[O-])cn1 (stereo not drawn)
    17%	1%	0%
- O=C(COC(=O)Cc1cn2ccsc2n1)NCc1ccc2c(c1)OCO2
    3%	-3%	2%
- COc1ccc(CCNC(=O)CCOc2cc(C)ccc2C)cc1OC
    -4%	1%	2%
- CC(C)=C1C2CCC1C(C(=O)NCc1ccccc1)C2C(=O)O (stereo not drawn)
    5%	-14%	6%

Entries above containing fluorine (2):
Order of results – N370S GC	FEN1 inhibitor	TDP1 block
- COc1ccc(Cl)cc1NC(=O)C(C)n1c(=O)cc(C(F)(F)F)c2c(C)nn(C)c21 (stereo not drawn)
    .	1%	-2%
- CCCc1c(C)c2ccc(O)c(CN3CCN(c4ccc(F)cc4)CC3)c2oc1=O
    .	-1%	9%

(further entries)
Order of results – N370S GC	FEN1 inhibitor	TDP1 block
- O=C(COc1ccc2ccc(=O)oc2c1)Nc1ccc(N2CCCCC2)cc1
    .	-20%	8%
- Nc1c(CO)nnn1-c1ccccc1
    15%	0%	-5%
- Cc1c(OC(C)C(=O)N[C@@H](Cc2ccccc2)C(=O)O)ccc2c3c(c(=O)oc12)CCCC3 (stereo partly drawn)
    2%	15%	.
- Cn1c(CN2CCCCC2)nc2cc(NC(=O)c3ccc(F)cc3)ccc21
    0%	30%	1%
- CCn1nnc(-c2ccccc2NS(=O)(=O)c2ccc(S(=O)(=O)N3CCCCCC3)cc2)n1
    7%	-2%	4%
- CCC1CCCCN1C(=O)CCS(=O)(=O)c1ccc2c(c1)CCN2C(C)=O (stereo not drawn)
    -4%	-13%	0%
- O=C(CCCCn1c(=O)[nH]c2ccsc2c1=O)NCCc1ccccc1
    -12%	1%	2%
- CC1CC=CC2C1C(=O)N(Cc1ccccc1)C2c1cccc([N+](=O)[O-])c1 (stereo not drawn)
    0%	-24%	15%
- CSc1nc2ccc(S(=O)(=O)N(C)C)cc2s1
    .	6%	-1%
- CN(C)c1c(F)cc(C(=O)NCc2ccccc2)cc1F
    7%	-8%	-1%
- Cc1ccc(C(=O)N/N=C2\CCCc3ccccc32)c(C)c1
    -3%	-2%	1%
- O=c1nc2n(c3sc4c(c13)CCCC4)C(CBr)CS2 (stereo not drawn)
    21%	-7%	-2%
- Cc1ccccc1OCC(=O)Nc1ccccc1-c1ccccc1NC(=O)COc1ccccc1C
    ?	-13%	5%
- FC(F)(F)c1cnc(NNC(=S)Nc2cccnc2)c(Cl)c1
    -12%	-9%	8%
- CSCCC(=O)N1CCC(n2nccc2NC(=O)CCCc2ccccc2)CC1
    24%	4%	4%
- COc1ccc(/C=C/c2c(-c3ccc(OC)cc3)oc3ccc(-c4ccc(OC)cc4)cc23)cc1
    4%	-1%	.
- O=C(NCC1CCCO1)c1cc(-c2ccco2)nc2ccccc12 (stereo not drawn)
    23%	-4%	.
- CC1CCN(C(=O)CSc2nnc(-c3ccc(S(=O)(=O)N4CCOCC4)cc3)n2C)CC1
    0%	-5%	0%
- COc1cccc(C(=O)NC(=O)Nc2nc(C)cc(C(F)(F)F)n2)c1
    4%	14%	3%
- Cc1cccc(CSc2nc3ccncc3n2Cc2ccc(C(=O)O)cc2)c1
    .	15%	-4%
- COc1ccc(NC(=O)CSc2oc(-c3ccco3)nc2S(=O)(=O)c2ccc(C)cc2)c(OC)c1
    .	10%	0%
- CCn1c(C)nc2cc(C(=O)N=Nc3c(O)[nH]c4c(C)cc(C)cc34)ccc21
    3%	.	-3%
- C[N+]1(C)CCCC(OC(=O)C(O)(c2ccccc2)c2ccccc2)C1 (stereo not drawn)
    2%	0%	5%[56.1 µM]
- Nc1[nH]n(-c2ccccc2)c(=O)c1N=Nc1ccccc1[N+](=O)[O-]
    -3%	-5%	2%
- CCNc1ccc(S(=O)(=O)N(C)C)cc1NCC(=O)Nc1ccccc1F
    10µM*	-4%	7%
- CCCC(O)(CCN(C)C)c1ccc(OC)cc1 (stereo not drawn)
    18%	-5%	2%
- COC(=O)c1ccc(/C=N/NC(=O)c2ccccc2Cl)cc1
    -2%	-1%	9%
- Cc1cc[n+](CCC(=O)O)c2ccccc12
    -15%	8%	-3%
- CC(C)c1ccc(S(=O)(=O)N2CCN(C(=O)C3CCN(C(=O)c4ccc(F)cc4)CC3)CC2)cc1
    -5%	10%	5%
- Cc1ccc(N(CC(=O)NCC2CCCO2)S(=O)(=O)c2ccccc2)c(C)c1 (stereo not drawn)
    8%	0%	7%[0.0935 µM]
- Cc1ccc(C(=O)Oc2oc(-c3ccco3)nc2C=Nc2ccccc2)cc1
    -24%	.	2%
- COc1ccc(NC(=S)NCC(O)c2ccccc2)c(OC)c1 (stereo not drawn)
    2%	8%	-2%
- CCOC(=O)COc1cc(N2C(=O)CSCC2=O)c(Cl)cc1Cl
    -8%	-13%	3%
- O=C(CSc1nc2ccccc2s1)N1N=C(c2cccs2)CC1c1ccc(F)cc1 (stereo not drawn)
    17%	-10%	3%
- CC/C(=N\NC(=S)Nc1ccc(OC)cc1)c1ccc(OC(F)F)cc1
    1%	-1%	3%
- O=C(CSc1ccccc1)NC1CCCCCCC1
    0%	16%	0%
- CCC(OC(=O)c1cccs1)C(=O)NCc1ccc(C)cc1 (stereo not drawn)
    6%	-4%	0%
- COc1ccc(NC(=O)COc2ccc(/C=C/c3cc[n+](C)cc3)cc2OC)cc1
    -4%	-21%	.
- CCCCCCCCCCOC(=O)Cn1c(COc2cccc(OC)c2)[n+](C)c2ccccc21
    -13%	2%	.
- O=c1cc(Cn2ccnc2)c2cc(O)ccc2o1
    -12%	13%	.

More records:
canonical_smiles	N370S GC	FEN1 inhibitor	TDP1 block
O=S(=O)(Nc1ccc2cn[nH]c2c1)c1ccc(Cl)cc1	-16%	-5%	2%
O=C(CSc1nnc(N2CCOCC2)n1-c1cccc(F)c1)N1CCN(c2ccccn2)CC1	.	-3%	0%
Cc1ccc2sc(NNC(=O)c3cc(-c4cccs4)nc4ccccc34)nc2c1C	-14%	.	9%
CSc1cccc(CN2CCN(CCC(C)C)C(CCO)C2)c1 (stereo not drawn)	-8%	0%	3%
COCCCNC(=O)Cn1c(=O)n(-c2cccc(C)c2)c(=O)c2c1c1cc(C)ccc1n2C	.	16%	-4%
Cc1cc(Br)cc(/C=N/NC(=O)c2ccc3c(c2)OCO3)c1O	2%	0%	.
O=C(CN1C(=O)NC2(CCOc3ccccc32)C1=O)c1ccc[nH]1 (stereo not drawn)	-17%	18%	.
CC(=O)Nc1cccc(NC(=S)Nc2ccc(F)cc2F)c1	0%	-7%	-3%
COc1ccc(/C=N/Nc2nc(Nc3ccccc3)nc(N3CCCCC3)n2)c(OC)c1	1%	0%	4%
Cc1cc(C)c2nc(N3CCCC3)c(C#N)cc2c1	-6%	-1%	.
COC(=O)C(Cc1ccccc1)NC(=O)c1ccc(NS(=O)(=O)c2ccc3[nH]c(=O)[nH]c3c2)cc1 (stereo not drawn)	.	18%	1%
COc1ccc(CC(=O)N[C@@H]2c3ccccc3CC[C@@H]2OCc2ccccc2)cc1	.	-13%	-1%[56.1 µM]
CC(=O)Nc1ccc(S(=O)(=O)Nc2nc(CN3CCOCC3)nc3sc4c(c23)CCCC4)cc1	-15%	-12%	2%
O=C(NNc1c2ccccc2nc2ccccc12)C12CC3CC(CC(C3)C1)C2	?	13%	5%
C=CCC[C@@H](Cc1ccc(F)cc1)C(=O)OC[C@H](C)NC(=O)[C@@H](CC=C)CC(=O)N[C@@H](CO)Cc1ccccc1	.	11%	0%
Cc1ccc(Cn2ccc(O)c(Cc3ccccc3)c2=O)cc1	-1%	-23%	-1%
CCCCN(C(=O)CNC(=O)c1cccs1)C(C(=O)NC1CCCC1)c1ccncc1 (stereo not drawn)	4%	6%	3%
COc1ccc(-c2cc(C(=O)N3CCCCC3)no2)cc1OC	0%	-12%	4%
Cc1cccc(CCNC(=O)c2cccc(N3CCCC3=O)c2)c1	16%	17%	0%
CCC(C)NCCOc1ccc(C(C)(C)c2ccccc2)cc1 (stereo not drawn)	?	9%	-3%
COc1ccc(OC)c(NC(=O)c2ccno2)c1	-27%	17%	1%
CCCc1cc(NCCCn2ccnc2)n2nc(C)c(-c3ccccc3)c2n1	-10%	-22%	11%
O=C(C1=C(O)C(=O)N(Cc2ccco2)C1c1cccc(Cl)c1)c1ccco1 (stereo not drawn)	-7%	-11%	2%
COc1ccc(-n2nc(C(=O)NCC(=O)NC3CCCC(C)C3C)c3ccccc3c2=O)c(OC)c1 (stereo not drawn)	-5%	3%	-13%
O=C(Nc1ccc(Cl)cc1C(=O)NCc1cccnc1)c1ccco1	5%	-8%	7%
N#C/C(=N/Nc1ccccc1F)C(=N)N1CCOCC1	-27%	-12%	3%
Cc1ccc(Nc2cc(C)nc3nc(C)nn23)cc1	1%	-21%	7%
CCCCCSc1nnc2c(n1)OC(c1ccc(C)s1)N(C(C)=O)c1ccccc1-2 (stereo not drawn)	.	-20%	6%
Oc1ccc(Cl)cc1C1=NNC(c2cccs2)C1 (stereo not drawn)	18%	-21%	11%
CC(C(=O)NCc1ccco1)n1ccc2cc(S(=O)(=O)N3CCCCC3)ccc21 (stereo not drawn)	21%	-23%	10%

Compound profiles, as listed above:
C=CCC[C@@H](Cc1ccc(F)cc1)C(=O)OC[C@H](C)NC(=O)[C@@H](CC=C)CC(=O)N[C@@H](CO)Cc1ccccc1 in the list: N370S GC: .; FEN1 inhibitor: 11%; TDP1 block: 0%
COc1ccc(OC)c(NC(=O)c2ccno2)c1 in the list: N370S GC: -27%; FEN1 inhibitor: 17%; TDP1 block: 1%
Oc1ccc(Cl)cc1C1=NNC(c2cccs2)C1 (stereo not drawn) in the list: N370S GC: 18%; FEN1 inhibitor: -21%; TDP1 block: 11%

(more compounds)
canonical_smiles	N370S GC	FEN1 inhibitor	TDP1 block
CCOC(=O)c1c(C)[nH]c(C(=O)N/N=C\c2ccccc2Cl)c1C	1%	4%	-5%
c1ccc(-c2nn[nH]n2)cc1	0%	9%	.
CC1=NNC(=O)c2ccccc2O1	0%	20%	-8%
CCCn1cc(S(=O)(=O)c2ccc(Cl)cc2)c(=O)c2cc(OC)ccc21	0%	?	1%
O=C(N/N=C(/CC(=O)c1cccs1)C(F)(F)F)c1ccc(O)cc1	-16%	8%	7%
COc1ccc2c3c([nH]c2c1)C1(NCC3)C(=O)Nc2ccccc21 (stereo not drawn)	-15%	9%	5%
CCC(CC)NC(=O)CN(c1ccccc1OC)S(=O)(=O)c1cccs1	8%	1%	2%
